Compound activity (PubChem BioAssay)
MT1-MMP act inh: inhibitors of human MT1-MMP activation. P50281. HT1080 RFP-PRO-GFP cells, GFP/RFP ratio fluorescence, overnight; percent of plate control window, DMSO zero. GFP/RFP ratio change, % at 20 µM. 0.061% of 360,000 active;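 active means GFP/RFP ratio change of at least 30% with cell ATP level not reduced by more than half and red fluorescence within 50% of control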; further: strong numbers were not always called active
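Assay system: HT1080 RFP-PRO-GFP cells | Dosing: 20 µM single dose, 1% DMSO | Incubation: Cells overnight before dosing, compound overnight, 37 °C, 5% CO2 | Evaluation: GFP/RFP fluorescence ratio | Control set: DMSO-only wells and HT1080 RFP-L50D-GFP cell wells as references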
bovine MsrA act: activates bovine MsrA enzyme. purified bovine MsrA, absorbance read-out. activation, % at 10.6 µM. 0.3% of 360,000 active. AID 602163; in the data active means activation above about 7.5%;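 further: 0% = vehicle and 100% = reference activator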
FAS TE block: blocks the thioesterase domain of human fatty acid synthase. P49327. recombinant FAS-TE, OMFH fluorogenic substrate, fluorescence endpoint. inhibition, % at 15 µM. 0.67% of 360,000 active;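 active means compounds whose normalised, plate-corrected inhibition of enzyme fluorescence in the single-dose primary screen is 50% or more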;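 further: 0% = DMSO with enzyme and 100% = substrate without enzyme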
SKN-1 inh: inhibitors of C. elegans SKN-1. C. elegans VP596 Pgst-4::GFP/RFP ratio, acrylamide-induced, 24 h. inhibition, % at 21.8 µM. 0.49% of 360,000 active;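 active means interference check ratio from 0.5 to 1.5 plus GFP to RFP signal ratio inhibition reaching or exceeding a fixed threshold, cut at about 30% in these data, passing the limit was not always enough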; further: some compounds called inactive have numbers as strong as hits
eLon inh: inhibitors of E. coli Lon protease; P0A9M0; AID 602123; 0.42% of 360,000 active; purified E. coli Lon protease, fluorescence polarization; inhibition, % at 7.94 µM; in the data active means inhibition above about 13%, passing the limit was not always enough;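 further: 0% = enzyme with probe and DMSO and 100% = no enzyme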
CendR NRP1 mod: NRP-1/CendR interaction modulation | 0.85% of 360,000 active | O14786 | FAM-RPARPAR peptide binding to NRP-1, fluorescence polarization | AID 602438 | inhibition, % at 25 µM;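 active means inhibition or corrected inhibition above about 18%, plus a signal ratio from 0.5 to 1.5, limit read from the data, passing the limit was not always enough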; further: strong numbers were not always called active
PABP1 MLLE inh: blocks PAM2 peptide binding to the PABP1 MLLE domain; AID 588489; 0.36% of 360,000 active; inhibition, % at 20 µM; P11940; GST-MLLE / FITC-PAM2 fluorescence polarization; in the data active means inhibition above about 35%, passing the limit was not always enough;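 further: plate controls were DMSO wells with GST-MLLE for no effect and wells lacking GST-MLLE protein for full effect; some results filed as inactive read as strong as hits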
TbMetRS inhib: blocks T. brucei methionyl-tRNA synthetase activity | purified T. brucei MetRS, ATP depletion, Kinase-Glo luminescence | inhibition, % at 11.9 µM | 0.4% of 360,000 active | AID 624268;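 active means inhibition above a per-plate cutoff of the control wells' mean inhibition plus 3 SD, cut at about 5.5% in these data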;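 further: 0% = DMSO wells median and 100% = median of wells with control inhibitor compound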
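assay system = parasite MetRS enzyme | timing = 15 min preincubation, 2 h reaction, all 25 °C | evaluation = percent inhibition relative to median high and low control wells | medium = HEPES buffer containing pyrophosphatase, BSA, spermine, DTT | compound = single dose, 11.9 µM final nominal, 0.9% final DMSO | detection = Kinase-Glo luminescence, ATP depletion format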
MsrA inh: bovine MsrA inhibition. purified bovine MsrA, absorbance read-out. 0.75% of 360,000 active. inhibition, % at 15.5 µM. AID 651718; in the data active means inhibition above about 4.5%;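 further: 0% = vehicle wells with enzyme and 100% = reference inhibitor wells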
An asterisk follows results filed as active; / = no result given.

SMILES	MT1-MMP act inh	bovine MsrA act	FAS TE block	SKN-1 inh	eLon inh	CendR NRP1 mod	PABP1 MLLE inh	TbMetRS inhib	MsrA inh
COc1cc(C(=O)OCC(=O)Nc2sccc2C(N)=O)cc(OC)c1OC	-10.0	-2.5	-0.6	-6.4	-5.0	-2.6	-0.9	-0.2	1.8
CS(=O)(=O)Nc1ccc(C(=O)NC2CCCC2)cc1	1.0	0.0	-5.5	7.8	-11.6	-12.8	9.4	-0.4	0.5
CCSc1nc2[nH]ncc2c(=O)[nH]1	0.4	-4.7	-7.4	5.3	-9.3	-11.7	12.2	0.5	-0.8
COc1ccc(-c2nc3ncccc3o2)cc1NC(=O)c1cccs1	-2.3	-2.6	1.3	14.6	-13.1	-1.5	-13.4	-0.1	4.0
OC1(C#CCN2CCCC2)CCCCC1	-0.3	2.9	-8.1	4.0	-1.3	-1.3	-0.1	-0.1	-1.4
CN(C)c1nc(C(N)=O)nc(N2CCOCC2)n1	5.2	-4.8	-6.3	-7.2	-4.8	-1.1	0.0	-0.8	0.7
CCOC(=O)C(C)Sc1nnc(Cc2cc(=O)[nH]c(=O)[nH]2)n1-c1ccc(Cl)cc1 (centres undefined)	-27.2	-0.9	1.5	-13.0	23.9*	-4.9	44.6*	-0.2	/
COc1ccc(CNC(=O)c2cc3c(=O)n4cccc(C)c4nc3n(CC3CCCO3)c2=N)cc1 (centres undefined)	4.2	-1.5	7.1	3.4	1.0	-2.7	-4.0	0.1	0.8
O=C(c1ccc2ccccc2c1)N1CCCCC1	1.8	0.6	-6.0	1.8	-2.9	4.0	-1.8	-0.3	0.2
Cc1ccc(CNC(=O)C2CCCN(c3nc4ccsc4c(=O)s3)C2)cc1 (centres undefined)	-1.9	-1.8	0.6	-5.1	5.0	-2.3	6.1	-0.5	1.3
Cc1cccc(CS(=O)(=O)Cc2ccc(C(=O)NCCCN3CCCC3)o2)c1	1.6	-3.1	-5.1	20.7	11.5	4.6	-3.0	-0.3	0.3
Cc1ccc(C(=O)C2CCN(C(=O)c3ccc(C)cc3)CC2)cc1	6.0	-8.2	-0.3	14.5	6.5	-3.6	9.3	-2.0	-0.8
O=C(CN1C(=O)c2cccc([N+](=O)[O-])c2C1=O)NCc1ccccc1	0.8	-1.7	5.9	-6.5	-6.6	-2.7	-12.2	2.8	-0.5
O=C(Nc1ccc2c(c1)OCCO2)C1c2ccccc2OCC(=O)N1CCc1ccccc1 (centres undefined)	1.7	-2.1	-1.5	-6.9	-6.1	-5.1	/	-0.5	0.0
COc1cc(SC)ccc1C(=O)Nc1ccccc1C#N	-2.9	-7.2	5.8	-2.7	2.9	1.3	-2.5	0.1	-0.8
CSc1ccc(CCCCCCOC(=O)C(C)(C)C)cc1	-1.3	-3.4	20.4	-12.6	0.4	17.7	17.7	-0.5	-0.2
Cc1ccccc1CN1CCCC(C(=O)Nc2ccc(-c3ccn[nH]3)cc2)C1 (centres undefined)	2.4	-1.8	3.2	10.3	-18.0	-6.2	8.0	0.1	0.9
CC1=C(C(N)=O)C(c2ccc(C)o2)C(C(N)=O)=C(C)N1	-4.3	-2.7	-3.0	-9.6	4.2	2.7	28.4	0.1	0.8
Cc1cc(C)nc(NC(=O)/C=C/c2cccs2)c1	-37.8	-3.5	-0.3	4.7	-7.0	-8.8	-15.0	0.2	3.7
COc1ccc(-c2cc(=O)oc3c(O)c(O)ccc23)cc1	-4.3	-2.8	7.2	15.9	14.8	-37.5	9.1	0.0	1.2
Cc1cc2c(=O)n(Cc3ccco3)c(SCC(=O)N3CCCc4ccccc43)nc2s1	-10.1	-4.6	30.2	-0.3	-0.3	1.3	23.3	0.0	2.1
CC(/C=C/c1ccco1)=N/NC(=O)c1ccc(C)nc1	2.7	-4.9	-8.9	8.5	10.5	-2.7	-1.1	-0.5	2.0
CCN(C(=O)Cn1cnc2cc([N+](=O)[O-])ccc2c1=O)C1CCS(=O)(=O)C1 (centres undefined)	-4.6	-1.6	-1.3	-0.1	-3.7	-5.9	-0.5	-0.4	0.8
Cc1[nH]nc(N)c1-c1ccc(Cl)cc1	-6.8	-2.0	-5.4	-7.6	-0.6	3.1	-0.6	0.2	-0.3
COc1ccc(C(c2nnnn2C(C)C)N2CCN(C(=O)c3ccco3)CC2)cc1 (centres undefined)	-0.8	-9.6	-3.7	-4.6	6.5	-4.1	-4.4	-0.9	-1.0
O=C(c1cnn(-c2ccccc2)c1)c1cc(Br)ccc1O	-4.5	-1.8	28.8	12.2	3.7	0.3	-4.0	-0.1	0.7
CCOC(=O)N1CCN(S(=O)(=O)N2CCCC(C(=O)NCCCN3CC(C)CC(C)C3)C2)CC1 (centres undefined)	-2.2	-3.9	-6.0	-3.0	-7.8	7.5	-7.6	-0.4	0.8
N#Cc1ccccc1CSc1nnc(-c2ccncc2)o1	1.4	-7.8	-1.2	3.4	-12.5	11.6	-10.4	-1.1	/
Cc1ccc(Cl)cc1NC(=O)CCS(=O)(=O)c1ccc2c(c1)n(C)c(=O)c(=O)n2C	1.7	-2.0	5.4	-5.8	5.9	6.8	0.8	-0.2	-0.4
Cc1ccc(CS(=O)(=O)Cc2ccc(C(=O)NCC3CCCO3)o2)cc1 (centres undefined)	6.4	-10.1	-13.9	-1.9	1.8	-0.7	20.4	-0.9	-0.3
FC(F)(F)c1nc2ccccc2nc1N/N=C/c1ccc(Cl)cc1	6.5	0.1	20.5	30.7	-1.1	11.4	11.8	-0.3	1.2
O=C(NCC1CCCN1S(=O)(=O)c1cccs1)c1cccc([N+](=O)[O-])c1 (centres undefined)	2.1	-1.6	16.6	-7.8	-1.2	1.5	-8.1	-0.2	-0.4
Cc1cc2oc(C(=O)N(Cc3cccs3)C3CCS(=O)(=O)C3)cc(=O)c2cc1Cl (centres undefined)	-1.6	-3.6	32.0	7.7	11.4	7.6	0.6	-0.6	-0.6
Cn1cccc([N+](=O)[O-])c1=O	-6.4	-9.1	-7.8	-11.0	-1.2	-1.3	9.5	0.0	2.1
COc1ccc2c(C(=O)CN3CCSCC3)c[nH]c2c1	-2.4	-4.0	-8.5	2.5	-2.9	-22.3	-15.6	-0.7	0.3
CCN(CC)c1ccc(/C=N/NC(=O)CCC(=O)NCc2ccccc2)c(O)c1	-6.6	-16.8	-4.0	6.3	-15.3	0.9	-7.2	-1.4	4.7*
Cc1nnc(SCC(=O)Nc2ccccc2C(=O)NC2CC2)s1	-1.5	-1.1	-13.9	11.6	-4.0	-5.1	-3.7	-0.4	-0.5
CCOC(=O)C1C(=O)NC(c2ccccc2)=NC1c1ccc(Cl)cc1 (centres undefined)	1.1	-5.2	-3.2	-3.5	-4.0	-7.6	-0.5	-0.1	-0.2
CS(=O)(=O)c1ccc2nc(NC(=O)Oc3ccccc3)sc2c1	1.4	-3.9	-4.1	-4.3	-3.7	-3.6	8.2	-0.1	0.8
O=C(NC(=O)N1CCSCC1)c1c(Cl)cccc1Cl	-1.5	-2.6	-7.1	-5.7	5.4	4.9	-12.6	0.0	-0.7
CC(/C=N/NC(=O)Cn1cnc2c1c(=O)n(C)c(=O)n2C)=C\c1ccco1	0.8	-3.2	4.9	5.3	-3.0	-8.9	-2.1	-0.3	2.8
Cc1ccc(OCCNC(=O)C2CCCCC2)cc1	3.0	-1.0	-7.9	-10.5	-7.8	13.5	3.9	0.0	-0.2
COC(=O)CSc1nccc(C)n1	0.5	-3.2	-4.4	1.7	-0.3	14.3	-7.7	0.0	1.0
CCOC(=O)CON1C(=O)C(=O)N(OCC(=O)OCC)[C@H]2CCCC[C@H]21	0.2	-4.1	-4.3	-6.7	-2.9	13.0	9.2	0.5	0.0
O=C(N/N=C\c1cn[nH]c1-c1ccccc1)c1ccc([N+](=O)[O-])cc1	4.8	-1.0	-24.3	3.3	-8.3	-3.8	0.4	0.8	2.6
O=C(N/N=C/c1ccccc1F)C(=O)N1CCCCCC1	0.0	-2.5	-2.3	2.7	-10.0	6.5	-7.5	0.2	-0.9
Cc1ccccc1CC(=O)NC1CCCCCC1	2.0	-1.9	-3.9	-2.1	0.2	6.0	-4.4	-0.8	-0.8
O=C(CSc1nnc(-c2ccco2)o1)N1CCCCC1	-0.1	-9.6	-4.0	5.5	4.0	-4.3	5.4	-0.9	0.9
COc1ccccc1NC(=O)N1CCCC1C(=O)Nc1nnc(C(C)C)s1 (centres undefined)	1.9	-1.9	-4.9	-12.5	-2.4	6.9	-3.9	-0.3	-0.5
CS(=O)(=O)N1N=C(c2ccco2)CC1c1ccc(Cl)cc1Cl (centres undefined)	2.7	-2.9	1.6	-6.3	-5.6	0.3	-12.7	-0.8	0.0
Cc1ccc(CNC(=O)c2ccc3c(=O)n(CCCN4CCCC4=O)c(=S)[nH]c3c2)cc1	6.9	-7.4	-6.0	-11.6	-5.5	-4.4	-59.3	-0.7	0.5
O=C(NCCc1ccccc1)C(c1cccs1)N(C(=O)c1csnn1)C1CC1 (centres undefined)	-4.6	-3.5	-4.5	-14.0	-4.4	-12.7	1.3	-0.6	-0.7
Oc1ccc(C2N=C(c3ccccc3)NC(c3ccccc3)=N2)cc1	6.6	-0.2	8.2	-0.9	5.1	-0.5	-10.6	0.4	1.2
CC(=O)N1c2ccc([N+](=O)[O-])cc2NC(=O)CC1C (centres undefined)	-3.7	-3.3	-10.3	-5.2	-8.0	-6.0	6.1	0.4	0.4
CN(c1cccc(NC(=O)c2ccc(Cl)c(S(=O)(=O)Nc3ccccc3)c2)c1)S(C)(=O)=O	-1.7	-9.8	14.0	-9.6	-7.3	1.3	3.8	-1.0	-0.8
O=C(CSc1nnc(-c2ccccc2)c(-c2ccccc2)n1)N1CCc2ccccc21	1.8	-7.4	23.7	-21.1	-6.3	0.6	-32.7	-0.7	0.9
COc1ccc(CNc2oc(-c3cccc4ccccc34)nc2P(=O)(OC)OC)cc1	-1.0	-3.3	18.4	-4.9	0.9	6.8	7.4	3.0	0.6
CCOC(=O)CSc1nnc(NC(=O)CN2CCN(C=O)CC2)s1	0.1	-1.7	-4.4	9.4	1.7	-6.3	13.2	-1.0	1.0
COc1cccc(NC(=O)CSCC(=O)O)c1	8.5	-14.1	-6.1	-20.4	-5.1	-1.1	11.2	-2.0	-0.1
COc1ccccc1CNC(=O)c1cc(-c2ccccc2)n(Cc2cc(C)no2)n1	-0.8	-7.6	-2.7	7.5	13.3	-4.7	3.5	-0.2	0.2

Full records, quoted from the list. Screens in order: MT1-MMP act inh | bovine MsrA act | FAS TE block | SKN-1 inh | eLon inh | CendR NRP1 mod | PABP1 MLLE inh | TbMetRS inhib | MsrA inh
Cc1cccc(CS(=O)(=O)Cc2ccc(C(=O)NCCCN3CCCC3)o2)c1 is listed with 1.6 | -3.1 | -5.1 | 20.7 | 11.5 | 4.6 | -3.0 | -0.3 | 0.3
Cc1nnc(SCC(=O)Nc2ccccc2C(=O)NC2CC2)s1 is listed with -1.5 | -1.1 | -13.9 | 11.6 | -4.0 | -5.1 | -3.7 | -0.4 | -0.5
CCOC(=O)CSc1nnc(NC(=O)CN2CCN(C=O)CC2)s1 is listed with 0.1 | -1.7 | -4.4 | 9.4 | 1.7 | -6.3 | 13.2 | -1.0 | 1.0
COc1ccc2c(C(=O)CN3CCSCC3)c[nH]c2c1 is listed with -2.4 | -4.0 | -8.5 | 2.5 | -2.9 | -22.3 | -15.6 | -0.7 | 0.3
